FBW7 activator = human FBW7 E3 ligase activation, primary screen; AlphaScreen FBW7–phospho-cyclin E peptide binding, activator screen; hit rate 0.13% among 650,000; Q969H0; AID 1259310; normalized activity (activation), % at 26.1 µM; in the data active = normalized activity above about 1.9%;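 also: purified mutant Fbw7 with reduced substrate affinity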
Target sequence (Q969H0 whole entry, looked up): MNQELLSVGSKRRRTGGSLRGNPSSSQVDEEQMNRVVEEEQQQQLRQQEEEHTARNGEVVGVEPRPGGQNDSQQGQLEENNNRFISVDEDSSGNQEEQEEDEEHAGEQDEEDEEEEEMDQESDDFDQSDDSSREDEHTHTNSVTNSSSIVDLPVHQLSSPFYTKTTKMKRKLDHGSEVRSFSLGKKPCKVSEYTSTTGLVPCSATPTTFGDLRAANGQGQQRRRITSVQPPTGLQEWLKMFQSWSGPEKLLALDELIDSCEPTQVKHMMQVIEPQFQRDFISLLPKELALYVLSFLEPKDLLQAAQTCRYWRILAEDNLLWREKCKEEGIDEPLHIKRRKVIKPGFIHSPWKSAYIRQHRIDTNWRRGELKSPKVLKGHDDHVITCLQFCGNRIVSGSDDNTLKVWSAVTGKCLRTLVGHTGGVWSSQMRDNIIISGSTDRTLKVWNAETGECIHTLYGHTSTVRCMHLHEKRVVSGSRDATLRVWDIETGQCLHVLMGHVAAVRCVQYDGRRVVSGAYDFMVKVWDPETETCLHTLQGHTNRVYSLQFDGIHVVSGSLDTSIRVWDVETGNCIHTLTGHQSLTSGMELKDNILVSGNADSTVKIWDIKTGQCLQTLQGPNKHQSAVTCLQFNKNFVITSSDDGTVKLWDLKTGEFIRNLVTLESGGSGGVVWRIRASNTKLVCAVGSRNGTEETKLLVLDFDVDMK
GPR151 ag = activators of human GPR151; Q8TDV0; PathHunter beta-arrestin GPR151 cells, luminescence; activation, % at 11.2 µM; hit rate 1% among 650,000; AID 1508602; in the data active = activation above about 4.9%;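 also: 0% = median of compound wells and 100% = cells with positive control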
TEAD-YAP inh = TEAD-YAP interaction inhibition; HEK-TIYL cells, TEAD-Gal4/YAP UAS-luciferase luminescence; hit rate 1.4% among 640,000; AID 1259422; inhibition, % at 9.12 µM; in the data active = inhibition above about 32%;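 also: 0% = median of test compound wells and 100% = reference inhibitor wells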
MITF inh = human MITF inhibition, primary screen; AlphaScreen MITF homodimerization, bead proximity signal; hit rate 0.91% among 650,000; inhibition, % at 2.6 µM; O75030; in the data active = inhibition above about 50%;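 also: 0% = vehicle wells with protein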
The depositor's hits bear a star; . = not tested or not shown.

SMILES	FBW7 activator	GPR151 ag	TEAD-YAP inh	MITF inh
Cc1cc2c(cc1Br)C(=O)c1ccccc1-2	-0.1	0.0	-5	-7
c1ccc(CCc2nn3c(COc4ccccc4)nnc3s2)cc1	-0.1	0.3	4	3
Cc1ccc(NC(=O)C(C)NC(=O)OCc2ccccc2)cc1C (centres undefined)	0.2	-0.7	-7	4
COc1ccccc1Cn1ccn(Cc2ccc(Cl)cc2)c(=O)c1=O	-0.1	-0.5	13	0
CC(=O)c1cccc(CN2CCN(CC3CCCCC3)C(CCO)C2)c1 (centres undefined)	-0.1	0.7	5	5
O=C1NCCCN1Cc1cccc(Cl)c1	-0.2	2.1	6	-3
COc1ccc(-n2nc3c(c2NC(=O)c2ccc(F)cc2)CS(=O)(=O)C3)cc1	-0.2	1.7	2	-2
Clc1nccc(NC2CC2)n1	0.4	1.5	3	14
CCCCC1CCC(c2ccc(/C=C/c3ccccc3)nc2)CC1 (centres undefined)	0.3	0.0	-6	19
CCOC(=O)c1ccc(-n2cc(-c3ccccc3)c(-c3ccnc(Nc4ccc(-n5nc(C)nc5C)cc4)c3)n2)cc1	-0.2	2.1	-9	0
CC(O)c1nc2ccccc2n1CC(=O)NC(C)c1ccccc1 (centres undefined)	0.6	1.8	1	20
CC(CC(=O)Nc1ccc(F)cc1Cl)S(=O)(=O)c1ccc2c(c1)OCC(=O)N2 (centres undefined)	0.1	7.7*	1	11
COc1ccc(C(=O)c2oc3cc(NC(=O)C(C)C)ccc3c2C)cc1OC	0.7	1.1	11	7
CCc1c(C)nc2c(Br)cccc2c1Cl	-0.1	1.5	9	11
Cc1c(NC(=O)C(C)Oc2ccc(Cl)cc2Cl)c(=O)n(-c2ccccc2)n1C (centres undefined)	0.0	0.2	19	25
CCc1ccc2c(c1)S(=O)(=O)C(C(F)(F)F)CO2 (centres undefined)	0.3	0.8	-5	-8
O=C(c1coc2ccccc2c1=O)N1CCN(c2ccccc2)CC1	0.1	2.3	11	-2
O=C(O)CC/C(=N\Nc1ccccc1[N+](=O)[O-])c1cccs1	-0.5	-1.4	-59	7
CCOC(=O)/C(C#N)=C\C1=C(N2CCCC2)CC(C)(C)OC1	-0.2	-0.1	8	-4
COc1cccc(Cc2cc(C(=O)N3CCC[C@H]3CO)on2)c1	-0.1	1.2	-28	-1
Cc1ccc(C)c(NC(=O)c2cc(S(=O)(=O)NC3CCCCCC3)ccc2F)c1	-0.2	0.4	10	7
COc1cc(Nc2nc(C)cc(NCc3cccc(C(F)(F)F)c3)n2)cc(OC)c1OC	0.1	0.0	30	7
COc1ccc(-c2cn3c(n2)sc2cc(C(=O)NCCCN4CCCC4=O)ccc23)cc1	0.3	1.4	7	9
CCOC(=O)c1cccc(C(=O)Nc2ccc(Cl)cn2)n1	-0.1	-1.6	-54	27
COc1ccc(-n2nc(C(=O)NCC(=O)N(C)Cc3ccccc3)c3ccccc3c2=O)cc1	0.0	-0.7	11	9
COc1ccc(CC(=O)Nc2c3c(nn2-c2ccc(C)cc2)CS(=O)(=O)C3)cc1	0.2	-0.9	-4	18
CN(C)CCOC(=O)C(C)(c1ccccc1)c1ccccc1	-0.1	0.5	-2	7
CC(=O)N/C(=C\c1ccccc1)C(=O)Nc1cccc(C#N)c1	-0.1	1.1	-5	-16
CCC(C)(C)NC(=O)CCS(=O)(=O)c1ccc2c(c1)SC(C)C(=O)N2 (centres undefined)	0.1	-0.7	7	16
O=C(CN(c1ccccc1Cl)S(=O)(=O)c1ccccc1)N1CCCCCC1	-0.1	-0.6	13	2
COc1ccc(C(=O)Nc2cccc3c2C(=O)N(C)C3=O)cc1OC	-0.1	1.3	2	7
CC(C)/C=N/NC(=O)c1ccc(N2CCCC2=O)cc1	0.1	1.2	4	-2
O=C(Nc1ccc(-c2cn3ccsc3n2)cc1)c1cc([N+](=O)[O-])ccc1N1CCOCC1	0.2	-0.9	10	12
Cc1ccc(C(=O)Nc2ccc(Cl)cn2)cc1C	-0.1	-2.3	-50	3
Cn1nnc2c(SCC(=O)N3CCCc4ccccc43)ncnc21	-0.1	-2.0	7	-8
CC(C)Oc1ccc(NC(=O)c2cccnc2)cc1	0.4	-1.4	-10	13
COC(=O)c1c(NC(=O)CSc2ncnc3sc(C)c(C)c23)sc(C(C)=O)c1C	0.0	-1.0	2	9
CCCCOC(=O)C1=C(C)Nc2nnnn2C1c1cccc(Cl)c1 (centres undefined)	0.1	2.1	7	-8
Cc1ccccc1-n1nc([N+](=O)[O-])c(=NCc2ccc(F)cc2)n1O	-0.2	0.7	7	5
N#Cc1cc2c(nc1SCC(=O)c1ccc(Cl)cc1)CCCC2	0.1	-1.5	3	0

3 entries from above, arranged by length of the SMILES, low to high.
SMILES	FBW7 activator	GPR151 ag	TEAD-YAP inh	MITF inh
CC(C)Oc1ccc(NC(=O)c2cccnc2)cc1	0.4	-1.4	-10	13
Cn1nnc2c(SCC(=O)N3CCCc4ccccc43)ncnc21	-0.1	-2.0	7	-8
COc1ccc(-c2cn3c(n2)sc2cc(C(=O)NCCCN4CCCC4=O)ccc23)cc1	0.3	1.4	7	9

Next results follow.
SMILES	FBW7 activator	GPR151 ag	TEAD-YAP inh	MITF inh
CC(C)(C)NC(=O)/C(C#N)=C/c1ccc(OC(F)F)cc1	1.0	1.6	-10	15
CSc1nc(N)c(C(=O)OCC(=O)Nc2ccc(C)c(C)c2)cc1C#N	0.0	-1.1	11	9
CCCCN(c1ccccc1)c1ncnc2c1cnn2-c1cccc(C)c1	0.1	1.5	5	4
Cc1ccc(CNc2ccc(C(=O)O)cc2)cc1	-0.1	0.2	5	-4
O=C(c1cccc(F)c1)N(CCCO)Cc1cc2cc3c(cc2[nH]c1=O)OCO3	-0.1	-0.8	2	15
CCc1ccc(C(=O)NNC(=O)OC(C)(C)C)cc1	-0.1	2.4	-24	-3
CN(C)CCCN1C(=O)C(O)=C(C(=O)c2cccs2)C1c1cccnc1 (centres undefined)	0.1	-0.1	10	6
O=C(Nc1cccc(O)c1)c1ccc2c(c1)C(=O)N(c1cccc(N3C(=O)c4ccc(C(=O)Nc5cccc(O)c5)cc4C3=O)n1)C2=O	-0.1	-0.6	7	-14
CC(=O)NC1=C(N2CCOCC2)C(=O)c2nonc2C1=O	-0.3	-1.1	11	10
CC(=O)c1ccc(NC(=O)CN2C(=O)CC(c3ccco3)Sc3ccccc32)cc1 (centres undefined)	-0.1	-0.7	-4	5
CC(=O)NC1C(OCc2ccccc2)OC(COC(c2ccccc2)(c2ccccc2)c2ccccc2)C(O)C1O (centres undefined)	0.7	-0.2	6	11
CC12CC3(C)CC(N)(C1)CC(O)(C2)C3	-0.1	0.0	1	5
CC(=O)Nc1c2c(nn1-c1cccc(C)c1C)CSC2	-0.2	1.5	-21	-2
CCN1CCN(C(=O)c2cccc([N+](=O)[O-])c2C)CC1	0.0	-0.6	-4	-15
C=COCCNC(=O)C(=O)Nc1ccc(CCCC)cc1	0.1	1.9	-65	4
CCCCC[C@H](O)/C=C/[C@H]1CC[C@H](O)[C@@H]1CCCCCCC(=O)O	.	2.1	.	0
O=C(NCCc1ccccc1)c1ccc(I)cc1	0.0	-3.4	30	-1
O=C(NCc1cccnc1)c1cc2cc(Cl)ccc2oc1=O	0.1	1.6	0	-12
Cn1c(=NC(=O)c2cc(Cl)sc2Cl)sc2cc(S(C)(=O)=O)ccc21	-0.1	-1.3	5	-4
Cc1nc2cc(C(=O)NC3CCCC3)ccc2n1-c1ccc(Br)cc1	0.3	-0.5	4	22
CCOC(=O)C1=C(C)N=c2s/c(=C\C=C\c3ccco3)c(=O)n2C1c1ccc(OC)cc1 (centres undefined)	-0.3	-0.7	7	5
COc1cccc(C(=O)CSc2nnc(-c3ccc(O)cc3)o2)c1	-0.1	-0.7	-6	-14
CC1=CC(C)(C)Nc2cc(C(c3ccccc3)(c3ccccc3)c3ccccc3)ccc21	-0.1	-1.0	4	-5
CCCCCCn1c(C)cn2c3c(=O)n(CCN4CCOCC4)c(=O)n(C)c3nc12	-0.1	2.8	-3	3
CCOc1ccccc1OCC(=O)NC(C)c1ccccc1 (centres undefined)	0.8	-2.2	-17	16
COC(=O)c1ccccc1NC(=O)CSc1nc2ccsc2c(=O)n1Cc1ccc(C)cc1	-0.1	0.4	10	-3
COCCSc1ccccc1C(=O)Nc1cc(C)cc(C)c1	0.1	-1.5	-13	-1
CC1CN(Cc2ccc(O)cc2)Cc2ccccc2O1 (centres undefined)	-0.1	-0.7	-4	-2
Cc1ccc(-n2c(/C=C/c3cn(C)c4ccccc34)nc3ccc(I)cc3c2=O)cc1	0.1	0.7	6	-16
COC(=O)Cc1ccc(N(Cc2ccccc2F)S(=O)(=O)c2ccc(C(C)(C)C)cc2)cc1	-0.1	-0.8	-3	8
CSc1ccc(/C=N/OCC(=O)N2CCN(c3ccccc3)CC2)cc1	0.0	0.2	2	-3
COCc1nnc(NC(=O)c2ccc(F)cc2)s1	-0.1	-0.3	-53	-2
O=C(Cn1nnc2ccccc2c1=O)N1CCOCC1	0.1	1.0	1	3
O=C(N/N=C/c1ccc(/C=N/NC(=O)Nc2ccccc2)cc1)Nc1ccccc1	0.7	-1.2	-10	12
CC(C)NC(=O)C1CC(c2ccccc2Cl)=NO1 (centres undefined)	0.0	0.0	-13	0
Cc1cccc(N2C(=O)OC(C)(C)C2(C)O)n1 (centres undefined)	0.0	0.1	-42	-13
CCn1c(C)nc2cc(C(=O)NNC(=O)CNC(=O)c3ccc(C(C)(C)C)cc3)ccc21	-0.1	-1.4	-12	-6
O=C(N/C(=C/c1ccccc1O)C(=O)N1CCCCC1)c1ccccc1	0.9	-6.2	74*	-12
CCOc1ccc(C(=O)O/N=C(\N)c2ccccn2)cc1OCC	-0.3	-0.3	-71	-10
CCOc1ccc(CN2CCN(Cc3ccc(OC)c(OC)c3)CC2)cc1	-0.2	2.4	25	47
COc1ccc(/C=C2/C(=O)NC(=O)N(c3ccccc3OC)C2=O)cc1O	-0.3	-0.9	-5	-14
Cc1cc(C)n(/N=C\c2ccc([N+](=O)[O-])cc2)c(=O)c1C(N)=O	-0.1	-1.1	0	2
CC(C)N1CCNC(=O)C1CC(=O)NCc1ccc(F)cc1F (centres undefined)	-0.1	0.2	-4	-3
COc1ccc(/C=C2/NC(=S)NC2=O)c(OC)c1OC	0.1	-1.5	-1	9
COc1cccc(OCNC(=O)NNC(=O)c2ccncc2)c1	0.2	-0.4	11	0
CCC(C(=O)Nc1c(C)n(C)n(-c2ccccc2)c1=O)c1ccccc1 (centres undefined)	0.0	0.6	5	5
CS(=O)(=O)N1CCN(S(=O)(=O)c2ccccc2[N+](=O)[O-])CC1	-0.1	0.7	-1	7
COc1ccc(NC(=O)COc2ccc(C(=O)NCc3ccccc3)cc2)c([N+](=O)[O-])c1	0.1	0.2	12	11
CCOc1cccc2sc(N(Cc3ccccn3)C(=O)c3cc(C)n(C)n3)nc12	-0.1	-0.8	-3	-12
COc1ccc(C(=O)Nc2cccc3ccccc23)cc1[N+](=O)[O-]	-0.1	-1.2	3	-9
CC1CCCCN1C(=O)c1ccc(N2CC3CC(C2)c2cccc(=O)n2C3)c(NC(=O)Cc2c(F)cccc2Cl)c1 (centres undefined)	-0.1	-0.1	0	12
CN1C(=O)C(=Cc2ccc(-c3cc([N+](=O)[O-])cc([N+](=O)[O-])c3)o2)C(=O)N(C)C1=O	-0.4	1.1	-5	3
Cc1c[nH]c2ncnc(-c3ccc(NC(=O)Nc4ccccc4)cc3)c12	0.3	3.3	-35	4
Nc1c(Br)cc(C(=O)OCC(=O)c2ccc(Cl)c([N+](=O)[O-])c2)cc1Br	-0.1	0.0	1	-4
Nc1cc(=O)[nH]c(SCC(=O)Nc2ccc(Br)cc2Cl)n1	0.1	-0.6	12	-9
CC(C)c1cccc(OCCCCN2CCNCC2)c1	0.0	0.6	1	28

Structural class, those above containing fluorine (twelve)
SMILES	FBW7 activator	GPR151 ag	TEAD-YAP inh	MITF inh
COc1ccc(-n2nc3c(c2NC(=O)c2ccc(F)cc2)CS(=O)(=O)C3)cc1	-0.2	1.7	2	-2
CC(CC(=O)Nc1ccc(F)cc1Cl)S(=O)(=O)c1ccc2c(c1)OCC(=O)N2 (centres undefined)	0.1	7.7*	1	11
CCc1ccc2c(c1)S(=O)(=O)C(C(F)(F)F)CO2 (centres undefined)	0.3	0.8	-5	-8
Cc1ccc(C)c(NC(=O)c2cc(S(=O)(=O)NC3CCCCCC3)ccc2F)c1	-0.2	0.4	10	7
COc1cc(Nc2nc(C)cc(NCc3cccc(C(F)(F)F)c3)n2)cc(OC)c1OC	0.1	0.0	30	7
Cc1ccccc1-n1nc([N+](=O)[O-])c(=NCc2ccc(F)cc2)n1O	-0.2	0.7	7	5
CC(C)(C)NC(=O)/C(C#N)=C/c1ccc(OC(F)F)cc1	1.0	1.6	-10	15
O=C(c1cccc(F)c1)N(CCCO)Cc1cc2cc3c(cc2[nH]c1=O)OCO3	-0.1	-0.8	2	15
COC(=O)Cc1ccc(N(Cc2ccccc2F)S(=O)(=O)c2ccc(C(C)(C)C)cc2)cc1	-0.1	-0.8	-3	8
COCc1nnc(NC(=O)c2ccc(F)cc2)s1	-0.1	-0.3	-53	-2
CC(C)N1CCNC(=O)C1CC(=O)NCc1ccc(F)cc1F (centres undefined)	-0.1	0.2	-4	-3
CC1CCCCN1C(=O)c1ccc(N2CC3CC(C2)c2cccc(=O)n2C3)c(NC(=O)Cc2c(F)cccc2Cl)c1 (centres undefined)	-0.1	-0.1	0	12

Assay outcomes as filed in PubChem.
